PfG6PD inh: PfG6PD (Plasmodium falciparum) enzyme inhibition; 350,000 compounds, 0.78% hits; inhibition, % at 20 µM; PfGluPho enzyme, NADPH resazurin-diaphorase fluorescence;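 active means inhibition reaching at least a set limit at 20 µM in the primary screen, cut at about 59% in these data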;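 further: 0% = DMSO wells with substrate and 100% = DMSO wells lacking glucose-6-phosphate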
MPTP block: permeability transition pore inhibition; AID 602449; 360,000 compounds, 1.4% hits; inhibition, % at 10 µM; isolated mouse mitochondria, Ca2+ swelling absorbance, 30 min;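 active means inhibition of 50% or more, scaled per plate between neutral and stimulator controls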;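 further: 0% = DMSO wells given calcium and 100% = 1 mM EGTA wells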
SENP6 block: SENP6 protease inhibition | 330,000 compounds, 1.8% hits | Recombinant SENP6 catalytic domain, aminoluciferin luminescence | inhibition, % at 10 µM;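 active means inhibition above about 50% at the single tested dose, limit read from the data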;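 further: plate controls were DMSO wells with enzyme for no effect and DMSO wells lacking enzyme for full effect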
ATG4B inhibitor: inhibitors of human ATG4B cysteine protease; Q9Y4P1; ATG4B cleavage of LC3-PLA2, NBD-HPC fluorescence, 1 h; inhibition, % at 8.33 µM; 340,000 compounds, 0.51% hits; AID 504462; in the data active means inhibition above about 40%
hIAP act: human IAP activation. P09923. purified human IAP, CDP-Star luminescence, 30 min; stronger effect = higher value; 1 = vehicle-only enzyme, 0 = enzyme-free background. activation factor at 10 µM. 330,000 compounds, 0.16% hits;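 active means activation factor of the enzyme at least 2-fold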; further: the source names both 10 and 20 µM as test concentration; values of inactives mirror those of a sister screen read the other way
Target sequence (P09923 whole entry, looked up): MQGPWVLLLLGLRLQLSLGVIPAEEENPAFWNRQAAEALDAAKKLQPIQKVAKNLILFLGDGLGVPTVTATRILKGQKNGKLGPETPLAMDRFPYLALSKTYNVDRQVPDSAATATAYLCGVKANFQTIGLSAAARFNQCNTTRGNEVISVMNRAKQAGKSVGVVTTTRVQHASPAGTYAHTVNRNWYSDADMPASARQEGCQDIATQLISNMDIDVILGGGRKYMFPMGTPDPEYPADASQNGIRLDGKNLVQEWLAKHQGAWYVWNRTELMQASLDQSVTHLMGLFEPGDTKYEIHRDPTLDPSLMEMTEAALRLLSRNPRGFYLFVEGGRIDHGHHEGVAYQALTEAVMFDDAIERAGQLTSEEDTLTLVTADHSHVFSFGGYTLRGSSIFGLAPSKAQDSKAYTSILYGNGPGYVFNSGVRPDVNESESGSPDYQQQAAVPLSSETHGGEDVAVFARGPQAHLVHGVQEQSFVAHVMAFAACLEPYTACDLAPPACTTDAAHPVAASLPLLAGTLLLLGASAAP
SENP1 FRET inh: SENP1 (human) catalytic domain inhibition; AID 624204; inhibition, % at 10 µM; 360,000 compounds, 0.21% hits; recombinant SENP1 catalytic domain, CyPet-SUMO1-YPet FRET cleavage; Q9P0U3;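 active means inhibition at least 30% at 10 µM, raw YFP signal under a set limit, fluorescence ratio 0.5 to 1.5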;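 further: 0% = enzyme with DMSO and 100% = no enzyme wells; some results filed as inactive read as strong as hits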
Target sequence (Q9P0U3 419-644 limits assumed): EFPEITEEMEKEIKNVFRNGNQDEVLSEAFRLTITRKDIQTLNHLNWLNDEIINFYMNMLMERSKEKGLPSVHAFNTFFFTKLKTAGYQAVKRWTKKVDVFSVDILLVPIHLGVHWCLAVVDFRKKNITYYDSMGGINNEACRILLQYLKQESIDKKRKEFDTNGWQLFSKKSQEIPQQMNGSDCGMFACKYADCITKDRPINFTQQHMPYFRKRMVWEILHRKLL
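Test system: human SENP1 catalytic domain; medium: Tris pH 8 buffer plus EDTA, NaCl, BME, BSA, NP40, catalase; incubation: 50 min reaction at room temperature; technique: FRET, CFP and YFP emission; controls: no-enzyme low control and enzyme-plus-DMSO high control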
NR3A LBD binder: modulates the human NR3A ligand-binding domain; NR3A LBD differential scanning fluorimetry, Tm shift; 0% = protein alone, 100% = glycine-bound protein; Tm shift relative to glycine control, % at 25 µM; 340,000 compounds, 2.5% hits; AID 1259313;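 active means melting temperature shift of at least 10% of the positive control shift, at one fixed dose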
SENP8 inh: SENP8 (human) protease inhibition. 360,000 compounds, 0.64% hits. AID 602440. Q96LD8. recombinant SENP8, Nedd8 substrate fluorescence. inhibition, % at 20 µM; in the data active means inhibition mostly above about 40%, no sharp cut-off; inactive means mostly below about 27%
Target sequence (Q96LD8 whole entry, looked up): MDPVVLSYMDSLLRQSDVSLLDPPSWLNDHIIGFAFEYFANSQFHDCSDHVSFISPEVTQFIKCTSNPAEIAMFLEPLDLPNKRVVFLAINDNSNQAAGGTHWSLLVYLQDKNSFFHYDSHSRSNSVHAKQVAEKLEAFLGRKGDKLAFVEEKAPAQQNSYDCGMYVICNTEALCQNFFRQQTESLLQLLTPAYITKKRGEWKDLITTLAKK
* = called active by the depositor; i = inactive; . = no result given.

SMILES	PfG6PD inh	MPTP block	SENP6 block	ATG4B inhibitor	hIAP act	SENP1 FRET inh	NR3A LBD binder	SENP8 inh
COc1ccc(CNCCC(c2ccc(OC)cc2)c2ccccc2OC)cc1 (stereo not drawn)	-6	2.1	-17	4	1.1	-2	-4	20
COc1ccc(N(Cc2cc3ccc(C)cc3[nH]c2=O)C(=O)c2ccco2)cc1	-1	-1.9	6	-8	0.89	-2	0	-57
CC(=O)CCC(=O)OCC(=O)Nc1ccc(SC(F)F)cc1	5	-0.2	-23	2	0.83	-1	2	3
Cc1ccc(N(CC(=O)NC(C)(C)C)C(=O)CCC(=O)Nc2ccccn2)c(C)c1	-4	-0.3	.	.	.	0	.	3
COc1cc(C2=NOC(C(=O)N3CCOCC3)C2)cc(OC)c1OC (stereo not drawn)	13	0.2	-8	-7	1.5	1	13*	9
CCS(=O)(=O)c1nc(S(=O)(=O)c2ccc(C)cc2)c(N2CCC(O)CC2)s1	2	-0.6	-23	-2	1.2	0	-1	14
CCC(=O)c1ccc(OCC(O)CN(C)C2CCCCC2)cc1 (stereo not drawn)	-13	0.5	7	1	0.91	5	-4	16
COc1cccc(=O)c2c(C)n(-c3cc(C)cc(C)c3)c(C)c12	-5	7.6	0	6	0.82	-7	-5	-11
CCOC(=O)c1sc(NC(=O)c2c(C)nn(Cc3ccccc3)c2C)cc1C	26	1.9	-10	23	0.81	1	-5	-139
CN1CCC[C@@H]1CCNC(=O)c1c(-c2ccc3c(c2)OCO3)noc1-c1ccsc1	-1	-1.1	-14	1	1	-22	-1	-8
COC(=O)c1ccccc1NC(=O)C1CC(=O)N(c2ccc(C)cc2)C1 (stereo not drawn)	-9	-0.2	11	-6	0.94	3	0	9
S=C(NN=C(C1CC1)C1CC1)Nc1ccccc1	6	0.2	-4	14	0.86	1	11*	8
CCCOc1ccc(NCC(=O)Nc2ccc(C)cc2C)cc1	11	5.4	-4	2	0.9	-7	2	11
COc1ccc(N2C(=O)c3cccc4c(N(C)CCO)ccc(c34)C2=O)cc1	17	0.3	13	-5	0.98	-37	2	23
CCN(C(=O)COC(=O)CCOc1ccc(C(C)(C)C)cc1)c1c(N)n(Cc2ccccc2)c(=O)[nH]c1=O	-19	0.6	.	1	.	0	0	4
CCOC(=O)CNC(=O)N1C[C@H]2CON(C)[C@H]2C[C@H]1c1ccccc1Br	-4	-1.9	.	.	.	1	.	6
O=C(c1ccco1)N1CCCC(N2CCN(c3ccccc3F)CC2)C1 (stereo not drawn)	7	0.0	-4	-2	1.1	0	2	1
CC1CCN(C(=O)C2(NC(=O)Nc3cccc(F)c3)CCCCC2)CC1	-3	-1.1	-7	1	1.6	-9	0	11
O=C(NCc1cccc(Cl)c1)c1ccc(CS(=O)Cc2ccccc2Cl)o1 (stereo not drawn)	-3	2.0	-12	69*	1.2	-1	-2	12
COc1cccc(-n2nc(C(=O)Nc3ccc4c(c3)OCO4)c3ccccc3c2=O)c1	-4	-0.2	-20	-13	1.4	-1	0	10

Record cards, from the list above:
Profile of `COc1cccc(=O)c2c(C)n(-c3cc(C)cc(C)c3)c(C)c12` : PfG6PD inh = -5; MPTP block = 7.6; SENP6 block = 0; ATG4B inhibitor = 6; hIAP act = 0.82; SENP1 FRET inh = -7; NR3A LBD binder = -5; SENP8 inh = -11
Profile of `CCCOc1ccc(NCC(=O)Nc2ccc(C)cc2C)cc1` : PfG6PD inh = 11; MPTP block = 5.4; SENP6 block = -4; ATG4B inhibitor = 2; hIAP act = 0.9; SENP1 FRET inh = -7; NR3A LBD binder = 2; SENP8 inh = 11
Profile of `COc1ccc(N(Cc2cc3ccc(C)cc3[nH]c2=O)C(=O)c2ccco2)cc1` : PfG6PD inh = -1; MPTP block = -1.9; SENP6 block = 6; ATG4B inhibitor = -8; hIAP act = 0.89; SENP1 FRET inh = -2; NR3A LBD binder = 0; SENP8 inh = -57

Back to the main list with the 2 entries that preceded the break.
SMILES	PfG6PD inh	MPTP block	SENP6 block	ATG4B inhibitor	hIAP act	SENP1 FRET inh	NR3A LBD binder	SENP8 inh
O=C(NCc1cccc(Cl)c1)c1ccc(CS(=O)Cc2ccccc2Cl)o1 (stereo not drawn)	-3	2.0	-12	69*	1.2	-1	-2	12
COc1cccc(-n2nc(C(=O)Nc3ccc4c(c3)OCO4)c3ccccc3c2=O)c1	-4	-0.2	-20	-13	1.4	-1	0	10
CCN(C[C@H]1N[C@@](CC)(C(=O)OC)[C@H]2C(=O)N(C)C(=O)[C@@H]12)C(=O)Nc1ccc(Cl)cc1	-14	-2.3	5	.	1.1	1	1	28
Cc1oc(-c2cccc(F)c2)nc1CN1CCCN(C(=O)c2ccco2)CC1	3	-4.1	-6	24	1	-8	3	-11
CCCc1cc(C(=O)N2CCC(n3nccc3NC(=O)c3ccc(OC)cc3)CC2)no1	3	-1.6	9	-6	1.1	0	-3	9
CC(=O)c1nc(-c2ccccc2)sc1C	9	-1.5	1	-3	1	1	-3	13
CCCOc1ccc(-c2csc(NC(=O)CN3C(=O)CCC3=O)n2)cc1	-2	0.6	-26	0	0.91	1	36*	30
CC1(C)CC=CC(COC(=O)c2ccccc2C(=O)O)C1 (stereo not drawn)	-2	-0.3	.	-2	.	1	-6	1
CCCCn1c(-c2ccccc2C)nc2cc3[nH]c(=O)c(C(C)C)nc3cc21	12	0.0	10	-4	1	-36	-37	i
CCc1ccc(NC(=O)CSc2nc(=O)n(CCCN3CCOCC3)c3c2CCCC3)cc1	-1	-1.5	0	-10	0.95	-1	0	7
O=C(COc1ccc(C(=O)NCCc2ccccc2)cc1)Nc1ccccc1	-9	-1.6	0	3	0.9	4	3	5
CCOc1ccc(/C=C2\SC(=S)N(CCC(=O)Nc3cccc(C(=O)O)c3)C2=O)cc1	-12	0.9	13	-2	0.92	-26	-8	29
O=C(CC1C(=O)NCCN1Cc1ccccc1)NC1CCCCC1 (stereo not drawn)	12	-0.4	.	.	.	-15	.	-63
CC(C)NC(=O)c1ccc2c(=O)n(CC3CCCO3)c(=S)[nH]c2c1 (stereo not drawn)	-4	0.7	-4	7	0.85	-1	0	17
Cc1cc(C(=O)OCC(=O)Nc2cccc(S(=O)(=O)N(C)C)c2)c(C)o1	-8	-1.0	-16	-6	1	2	2	18
COc1ccc(C)cc1S(=O)(=O)N(C)CC(=O)Nc1ccc2c(c1)OCCO2	0	-0.1	0	-14	0.93	2	-1	-1
O=[N+]([O-])C(=C1NCCN1)C(Cl)=C(Cl)Cl	-17	-0.7	20	0	0.88	-1	-1	10
c1ccc(CCNc2ncnc3c2cnn3-c2ccccc2)cc1	23	5.3	58*	-6	0.91	1	6	8
COc1ccc(CN2CCN(CCCc3ccccc3)C(CCO)C2)cc1OC (stereo not drawn)	-11	-1.0	5	-2	1.1	-2	0	-1
C=CCN(C(=O)CNC(=O)c1cccs1)C(C(=O)NC1CCCCC1)c1cccnc1 (stereo not drawn)	-5	2.2	8	-9	0.98	2	-1	6
C[C@@H]1CN([C@@H](C)CO)S(=O)(=O)c2ccc(-c3ccc(C#N)cc3)cc2O[C@@H]1CN(C)Cc1ccccn1	24	-0.3	.	.	.	2	.	5
CC(NC(=O)c1cccnc1)C(=O)O (stereo not drawn)	19	-0.7	-16	-18	1	-2	-1	13
COc1ccccc1S(=O)(=O)Cc1ccc(C(=O)NCc2ccc3c(c2)OCO3)o1	1	-2.3	-16	-16	0.85	-10	-1	-5
O=C(CN(C(=O)CCC(=O)Nc1ccccn1)c1cccc(F)c1)NCc1ccc(F)cc1	0	-1.2	-13	-4	0.8	0	0	18
COC(=O)CCSCc1cn2cc(Cl)ccc2n1	-13	0.4	7	-8	1.2	-4	0	-7
COc1ccc2oc(C(=O)OCC(=O)Nc3cc(S(=O)(=O)N4CCOCC4)ccc3C)c(C)c2c1	5	-2.6	0	-7	1	-9	.	-373
CC(=O)Nc1ccc(NC(=O)c2cc(=O)c3cc(C)cc(C)c3o2)cc1	-4	2.0	16	2	0.96	0	0	10
CC(OC(=O)CN1C(=O)C2C3C=CC(C4CC34)C2C1=O)C(=O)c1ccccc1 (stereo not drawn)	2	13	-16	5	1	2	0	16
COc1cccc(NS(=O)(=O)c2ccc3c(c2)NC(=O)CC(=O)N3)c1	-8	-1.6	3	4	0.72	2	2	10
Cc1ccc2oc(-c3cccc(NC(=O)c4ccccn4)c3)nc2c1	9	0.9	.	-4	.	4	-5	-70
CCOC(=O)C1Nc2ccc(C(=O)O)cc2C2C=CCC12 (stereo not drawn)	62*	0.1	13	7	1.1	7	-3	-8
CCc1noc(C)c1C(=O)OCC(=O)c1ccc(NC(=O)CC(C)C)cc1	-20	1.1	.	.	.	2	.	25
CC(C)n1c(NCc2nc3ccccc3n2C)nc2ccccc21	-3	1.2	-14	-6	0.94	-29	-2	-14
O=C(Cc1ccsc1)NCC(=O)Nc1ccccc1Br	2	-1.2	0	1	1	0	2	20
Cc1ccc(C(=O)N/N=C\c2ccc3c(c2)OCO3)cn1	-3	-0.6	-5	4	0.99	2	0	-39
CC(C)(C)C(=O)CSc1ccc(S(=O)(=O)N2CCN(Cc3ccccc3)CC2)cn1	-4	-0.9	-11	-4	0.88	0	-1	10
CCOC(=O)C1(Cc2ccccc2C)CCCN(C(=O)c2ccccn2)C1 (stereo not drawn)	-5	0.6	10	-5	0.94	-2	0	-1
COc1ccc(-n2nc(C(=O)NCC(=O)N(C)Cc3ccccc3)c3ccccc3c2=O)c(OC)c1	-16	0.1	-27	-5	1.1	4	-2	-32
O=C(Cc1cccc(C(F)(F)F)c1)OCC(=O)N1CCN(S(=O)(=O)c2ccc(Cl)cc2)CC1	19	1.2	-22	-6	1.1	3	.	2
Cc1sc2ncnc(N3CCC(C(=O)N(C)CC(=O)Nc4cccc(F)c4)CC3)c2c1C	-3	1.8	.	.	.	-1	.	-6
O=C(Nc1cccc(C(=O)O)c1)/C(=C\c1ccccc1)NC(=O)c1ccco1	-25	-0.4	.	.	.	0	.	18
O=C(O)c1ccn2c(C(=O)c3ccccc3)c(-c3ccccc3)cc2c1	-47	1.1	-23	12	0.93	-30	1	-6
CSc1ccc(CN(C)CC(=O)NCc2ccccc2)cc1	-16	-1.0	-4	-5	1	3	0	19
COCCN(CCOC)S(=O)(=O)c1ccc(C(=O)Nc2sc3c(c2C(N)=O)CCCCC3)cc1	25	-1.2	7	-6	1.1	-26	2	-228
COc1nccnc1NS(=O)(=O)c1ccc(NCc2ccccc2O)cc1	-27	-1.0	19	1	0.96	2	-2	2
Fc1ccc(CN2CCN3CCCC3C2C2CCCCC2)cc1F (stereo not drawn)	0	56*	-2	0	1.1	0	1	20
O=c1c2cc(-c3ccccc3)sc2ncn1/N=C/c1ccco1	12	13	34	1	0.96	-1	-2	-56
CC(=O)c1cccc(-n2nnnc2SCC(=O)NNC(=O)C(C)C)c1	-9	0.1	-3	-8	1	0	-1	4
COc1cccc(C2C(C(=O)c3cccs3)=C(O)C(=O)N2CCN(C)C)c1OC (stereo not drawn)	14	-0.5	-3	-9	0.98	-2	6	18
COc1ccc(S(=O)(=O)N2CCCC2CNC(=O)C(=O)NCc2ccc3c(c2)OCO3)cc1 (stereo not drawn)	24	-1.1	-8	-12	0.94	-1	1	19
CCOC(=O)C1=C(CSc2nnnn2C)N(C)C(=O)NC1c1ccccc1 (stereo not drawn)	-7	-1.9	16	-7	0.83	3	0	23
Cc1ccc(C)c(NC2=C(Cl)C(=O)OC2OC(C)C)c1 (stereo not drawn)	-6	0.4	-25	-8	1.1	1	-1	11
CCc1nnc(NC(=O)CSc2nc(-c3ccccc3)cc(-c3ccc(F)cc3)c2C#N)s1	-13	4.6	7	3	0.92	-22	-1	-170
Cn1cc(Cl)cc(C(=O)Nc2ccccc2)c1=O	3	0.0	-4	1	1	0	1	21
CN(C)C(=O)Nc1cnc2ccccc2c1	-23	-4.9	-18	-10	1	-3	1	-26
CC1(C)c2cc(O)ccc2OC1N1CCOCC1 (stereo not drawn)	-1	0.3	4	1	1	-1	0	12
CCOc1ccc2nc(NC(=O)CSc3nc(SC)ns3)sc2c1	-18	7.8	5	6	1	-6	-1	10
CN(C)c1ccc(/C=N/N2CCN(Cc3ccccc3Cl)CC2)cc1	9	-2.4	4	0	0.84	2	3	2
CCCc1nnc(NC(=S)Nc2ccccc2)s1	-15	2.7	-4	4	1.1	1	0	22

Screening results: PubChem, Sanford-Burnham Center for Chemical Genomics
